AmpC detergent = qHTS Inhibitors of AmpC Beta-Lactamase (assay with detergent); P00811; AmpC hydrolysis of nitrocefin, absorbance 480 nm, 0.01% Triton; Potency, µM (highest dose often 114 µM), inactives show top-dose activity change, negative = inhibition, usual class: inhibitors; hit rate 0.041% among 370,000;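 note: potency is the fitted concentration of half-maximal effect; 0% = no-compound wells and -100% = no-enzyme wells; nearly all actives have a fitted effect of over 25% in size; some results filed as inactive show a strong effect at the top dose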
Target sequence (P00811 whole entry, looked up): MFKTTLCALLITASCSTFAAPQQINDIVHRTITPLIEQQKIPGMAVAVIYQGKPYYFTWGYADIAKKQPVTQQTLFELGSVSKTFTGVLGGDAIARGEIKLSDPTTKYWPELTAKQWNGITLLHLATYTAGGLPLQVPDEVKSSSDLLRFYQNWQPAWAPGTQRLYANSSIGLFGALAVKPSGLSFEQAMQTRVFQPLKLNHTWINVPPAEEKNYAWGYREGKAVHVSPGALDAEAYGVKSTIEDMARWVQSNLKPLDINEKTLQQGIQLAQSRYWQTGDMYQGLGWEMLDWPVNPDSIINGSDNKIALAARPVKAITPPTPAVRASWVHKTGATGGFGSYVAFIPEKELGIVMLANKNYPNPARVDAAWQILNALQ
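20 mM phosphate pH 7.0 + 0.01% (detergent screen) or 0.0001% Triton X-100; 5.3 nM AmpC reagent; cpd preinc 15 min RT; nitrocefin (800 uM stock) to start; A480 q20 s × 4 min; Activity was normalised to no-enzyme and no-compound control wells.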
FBPA Giardia inh = qHTS Assay for Inhibitors of Fructose-1,6-bisphosphate Aldolase from Giardia Lamblia. hit rate 0.71% among 290,000. A8B2U2. Potency, µM (doses to about 59.6 µM), for the others: at the highest dose activity, negative = inhibition, most hits filed as inhibitors. purified Giardia FBPA. AID 2451, 2010; note: potency is the fitted concentration of half-maximal effect; % is set by controls: 0 for no effect and ±100 for the full control effect; nearly all actives have a fitted effect of over 55% in size
Target sequence (A8B2U2 whole entry, looked up): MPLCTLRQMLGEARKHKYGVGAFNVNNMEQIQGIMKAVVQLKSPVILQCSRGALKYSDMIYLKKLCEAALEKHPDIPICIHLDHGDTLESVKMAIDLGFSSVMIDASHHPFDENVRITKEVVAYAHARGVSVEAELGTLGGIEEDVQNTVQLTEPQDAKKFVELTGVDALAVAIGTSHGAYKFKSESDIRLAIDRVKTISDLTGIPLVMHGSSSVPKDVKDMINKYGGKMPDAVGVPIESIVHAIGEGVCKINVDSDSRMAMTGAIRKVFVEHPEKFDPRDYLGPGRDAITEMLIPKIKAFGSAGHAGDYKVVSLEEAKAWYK
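40 nM FBPA preincubated 10 min at RT with compound (up to 57.5 uM final), then substrate plus GAPDH/TPI/NAD/arsenate coupling and diaphorase/resazurin added. Fluorescence read after 20 min at RT, 525/598 nm.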
Cycloheximide cs = Cycloheximide Counterscreen for Small Molecule Inhibitors of Shiga Toxin. cell reporter, cycloheximide protein synthesis inhibition counterscreen. max response, %. hit rate 12% among 300,000; in the data active = max response mostly above about 13%, no sharp cut-off; inactive = mostly below about 14%; note: read at 38.3 µM for the half of the compounds with a filed dose; 0% is about no effect
HCMV antiviral = qHTS Assay for inhibitors of the human cytomegalovirus (HCMV) | HFF cells, HCMV-luciferase reporter, 72 h; hits give low values | activity change, negative = inhibition, % at 57.5 µM | hit rate 4.5% among 410,000 | AID 1259415, 2018; in the data active = activity change below about -60%; inconclusive = no clear call, values can overlap the other calls; inactive = above about -39%; note: % is set by controls: 0 for no effect and ±100 for the full control effect
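Screen run at 2 compound doses on HFFs infected with reporter HCMV, MOI 1 PFU/cell. Luciferase activity from cell lysates at 72 h post infection gave inhibition relative to buffer-only and Salinomycin wells.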
AMA1-RON2 inh = qHTS for Inhibitors of AMA1-RON; Towards Development of Antimalarial Drug Lead: Primary Screen. Plasmodium falciparum AMA1 (3D7) - RON2 peptide interaction. AlphaScreen AMA1-biotinylated RON2 peptide binding. Potency, µM (doses to about 58.2 µM), for the others: top-dose activity change, negative = inhibition, most hits filed as inhibitors. hit rate 0.2% among 360,000;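 note: potency is the fitted concentration of half-maximal effect; 0% = vehicle wells and -100% = peptide control; nearly all actives have a fitted effect of over 45% in size; some results filed as inactive show a strong effect at the top dose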
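AMA1 (3D7) with his tag at 25 nM final met compounds first, then biotinylated RON2 peptide at 25 nM; detection used donor plus acceptor beads, 10 µg/mL apiece, read by AlphaScreen after 30 min at room temperature.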
Shiga inhibitor = A qHTS for Small Molecule Inhibitors of Shiga Toxin; Vero cells, Shiga toxin protein synthesis inhibition reporter; inhibition, % at 38.7 µM; hit rate 9.2% among 290,000; AID 2315, 2010; in the data active = inhibition mostly above about 28%, no sharp cut-off; inactive = mostly below about 43%; note: 0% is about no effect
AmpC no deterg = qHTS Inhibitors of AmpC Beta-Lactamase (assay without detergent) | P00811 | AmpC nitrocefin hydrolysis, absorbance 480 nm, 0.0001% Triton | Potency, µM (top dose mostly 57.1 µM), without a hit: at the top dose activity change, negative = inhibition, actives largely listed as inhibitors | hit rate 0.52% among 330,000;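 note: potency is the fitted concentration of half-maximal effect; plate controls were no compound for no effect and no enzyme for full effect; nearly all actives have a fitted effect of over 20% in size; some results filed as inactive show a strong effect at the top dose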
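20 mM phosphate pH 7.0 + 0.01% (detergent screen) or 0.0001% Triton X-100; 5.3 nM AmpC reagent; cpd preinc 15 min RT; nitrocefin (800 uM stock) to start; A480 q20 s × 4 min; Activity was normalised to no-enzyme and no-compound control wells.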
The depositor's hits bear a star; ? = inconclusive; nt = no result given; & = joins results of further samples; [ ] = dose if it differs, or a comment. Unless noted, calls come from the whole dose curve; as a rule, active = well fitted curve in the direction sought with a large enough effect; inconclusive = small, poorly fitted or top-dose-only effect, or another doubt; inactive = no such curve, though single readings can be large; an effect the other way counts as inactive or inconclusive.

The opening eleven compounds, to show the layout:
SMILES,AmpC detergent,FBPA Giardia inh,Cycloheximide cs,HCMV antiviral,AMA1-RON2 inh,Shiga inhibitor,AmpC no deterg
COc1ccccc1Cn1c(=O)c2ccccc2n2c(SCc3csc(C)n3)nnc12,-14%,-6%,10,-8,0%,20,49%
O=C(NNS(=O)(=O)c1ccccc1F)c1cc(-c2ccccc2)n[nH]1,5%,-11%,0,26,10%,25,-39%
N#Cc1cccnc1N1CCN(C(=O)c2cccs2)CC1,1%,5%,8,?,-12%,-10,-11%
Cc1cc(C(=O)N/N=C/c2ccc3c(c2)OCO3)c2ccccc2n1,-3%,-1%,-2,-11,18%,-6,-13%
COc1ccccc1N1CC(C(=O)Nc2nnc(SCC(=O)N3CCOCC3)s2)CC1=O (stereo not given),6%,nt,4,1,10%,-16,17%
Cc1ncsc1CCOC(=O)c1cccc([N+](=O)[O-])c1,?,-9%&-4%,1&14,-31&-37,0%&-5%,-10&-4,-14%&-25%
COc1cc2c(cc1OC)C(CCc1ccccc1)=NCC2,-1%,-3%,-3,-4,3%,3,39%
Cc1cc(CNC(=O)COc2ccc(C)c(C)c2)c2ccccc2n1,-5%,0%,-3,-23,-9%,-3,13%
O=C1c2ccccc2NC(c2ccccn2)N1c1ccccc1F (stereo not given),0%,1%,-3,15,25%,0,-16%
Nc1cc(S(=O)(=O)Nc2ccccc2Cl)ccc1N1CCCC1,1%,-2%,-3,-37,-16%,-3,-37%
CSc1ccc(C#N)cc1NC(=O)c1cccc(Cl)c1,-9%,-2%,-2,7,-8%,-15,73%[activator]

The list itself, from the first entry:
SMILES,AmpC detergent,FBPA Giardia inh,Cycloheximide cs,HCMV antiviral,AMA1-RON2 inh,Shiga inhibitor,AmpC no deterg
COc1ccccc1Cn1c(=O)c2ccccc2n2c(SCc3csc(C)n3)nnc12,-14%,-6%,10,-8,0%,20,49%
O=C(NNS(=O)(=O)c1ccccc1F)c1cc(-c2ccccc2)n[nH]1,5%,-11%,0,26,10%,25,-39%
N#Cc1cccnc1N1CCN(C(=O)c2cccs2)CC1,1%,5%,8,?,-12%,-10,-11%
Cc1cc(C(=O)N/N=C/c2ccc3c(c2)OCO3)c2ccccc2n1,-3%,-1%,-2,-11,18%,-6,-13%
COc1ccccc1N1CC(C(=O)Nc2nnc(SCC(=O)N3CCOCC3)s2)CC1=O (stereo not given),6%,nt,4,1,10%,-16,17%
Cc1ncsc1CCOC(=O)c1cccc([N+](=O)[O-])c1,?,-9%&-4%,1&14,-31&-37,0%&-5%,-10&-4,-14%&-25%
COc1cc2c(cc1OC)C(CCc1ccccc1)=NCC2,-1%,-3%,-3,-4,3%,3,39%
Cc1cc(CNC(=O)COc2ccc(C)c(C)c2)c2ccccc2n1,-5%,0%,-3,-23,-9%,-3,13%
O=C1c2ccccc2NC(c2ccccn2)N1c1ccccc1F (stereo not given),0%,1%,-3,15,25%,0,-16%
Nc1cc(S(=O)(=O)Nc2ccccc2Cl)ccc1N1CCCC1,1%,-2%,-3,-37,-16%,-3,-37%
CSc1ccc(C#N)cc1NC(=O)c1cccc(Cl)c1,-9%,-2%,-2,7,-8%,-15,73%[activator]
Cc1cccc(OCC(=O)Nc2ccc(N3CCN(S(C)(=O)=O)CC3)cc2)c1C,-7%,-1%[12.9 µM],30,-29,-11%,7,-17%
CCCCn1c(N)c(N(CCOC)C(=O)CSCc2ccc(Cl)c(Cl)c2)c(=O)[nH]c1=O,?,nt,nt,-30,-7%,nt,167%[activator]
O=C(CN(CC1CCCO1)S(=O)(=O)c1ccc(S(=O)(=O)NCC2CCCO2)cc1)Nc1ccccc1 (stereo not given),0%,19%,11,-7,2%,-8,nt
COc1ccc(/C(C)=N/NC(=O)c2ccncc2)cc1[N+](=O)[O-],-13%,-3%,-1,13,35%[activator],nt,-16%
O=C(CSc1nnc(CCCO)n1-c1ccccc1)Nc1nccs1,-16%,-2%,-1,11,0%,15,2%
CN(Cc1ccco1)C(=O)c1ccc(N2CCCC2=O)cc1,5%,3%,-3,4,-12%,7,0%
OCc1ccnc2c(O)cccc12,-13%,-7%[12.9 µM],4,2,11µM*,21,2%
O=C(OCc1nc2ccccc2[nH]1)C1CCCCC1,?,-2%,16*,4,6%,30*,-13%
O=C(/C=C/c1cccc(Cl)c1)NCCN1CCOCC1,?,-2%,-4,0,18%,-14,-9%
Fc1ccc(-c2nc3cnccn3c2NC2CCCC2)cc1,-1%,2%,-4,-19,16%,-2,2%
CCN(CC)S(=O)(=O)c1cccc(NC(=O)CNC2CCCCCC2)c1,2%,?,-1,-10,-7%,-5,0%
COC(=O)CCCC(=O)N1CCC(CCC(=O)NCc2ccc(F)cc2)CC1,2%,3%,-1,6,14%,-4,1%
C/C=C/c1ccc(OCCCNC2CCCC2)c(OC)c1,2%,-23%,-7,1,-16%,-8,-4%
CN1CCN(c2ccc(C(=O)c3ccccc3)cc2[N+](=O)[O-])CC1,-18%,9%,40*,-4,3%[11.6 µM],32*,1%
O=C(C1CCN(C2CC(=O)N(c3ccc(Cl)cc3)C2=O)CC1)N1CCOCC1 (stereo not given),-15%,0%,-1,-3,10%,-11,-12%
CCOc1ccc(N=C2NC(=O)C(CC(=O)O)S2)cc1 (stereo not given),4%,-1%,11,46,0%,25,-10%
CCn1c(C(C)NC(=O)c2cccc(C)c2)nc2ccccc21 (stereo not given),-14%,-2%,2,11,8%,-3,3%
CCOC(=O)c1c(-c2ccccc2)oc2ccc(OCC(=O)NN)cc12,-23%,6%,-3,31,48%[activator],nt,76%[activator]
CNC(=O)CCC(=O)Nc1ccc(C)cc1,3%,4%,4,-10,10%,7,-7%
O=C(CSc1c(F)c(F)cc(F)c1F)Nc1ccc(C2SCCS2)cc1,7%,-6%,2,-28,11%,-13,-43%
CC(C)OCCCNC(=O)c1ccc2c(=O)n(Cc3ccc4c(c3)OCO4)c(=S)[nH]c2c1,?,0%,-5,-25,-1%,1,-9%
O=C1CN(O)C(c2ccccc2)=c2cc(Br)ccc2=N1,?,5%,-3,-5,14%,-14,-18%
COc1cc(C=Nc2cccc(C)c2)c(O)c([N+](=O)[O-])c1,0%,-27%,-2,3,13%,-4,-13%
COCc1cc(C)nc(SCC(=O)Nc2ccc(C)c(C)c2)c1C#N,?,10%,44*,32,26%,98*,-8%
CCCSC1=C(C#N)C(c2cc(OC)ccc2OC)CC(=O)N1 (stereo not given),-2%,-2%,7,-29,0%,14,-3%
CC[C@H](C)/C=C(C)/C=C/C1=CC2=CC(=O)[C@]3(C)OC(=O)[C@@H](C(C)=O)[C@@H]3C2=CO1,7%,-21%,6,20,17%,3,97%[activator]
CCOc1ccccc1NC(=S)NC(=O)C1CC1,0%,nt,13,-64*,5%,18,-1%
Cc1ccc(SCC(=O)NC(=O)NCc2ccco2)cc1C,-6%,-1%,-5,nt,nt,-13,-33%
CCN1CCN(C(=O)Cc2ccc(C)cc2)CC1,1%,3%,22*,72,8%,42,0%
O=C1CCCC(O)=C1N=Nc1c(Cl)cc(C(F)(F)F)cc1Cl,-4%,?,6,-15,7%,17,-27%
Cc1ccc(O)c(NC(=O)c2noc3c2CCc2ccccc2-3)c1,0%,3%,43*,14,5%,87*,-15%
Cc1ccc(NC(=O)c2cc(N3C(=O)C=CC3=O)ccc2N2CCOCC2)cc1,2%,-11%,8,?,3%,15,-3%
O=C1NC2c3ccccc3C(=O)N2c2c1cnn2-c1ccccc1 (stereo not given),?,8%,-2,82,-5%,4,-10%
Cc1ccc(O)c(C(=O)c2cc(C#N)c(=O)n(Cc3ccccc3)c2)c1,-2%,-4%,7,?,-4%,30,?
CC(OC(=O)CCCN=C1NS(=O)(=O)c2ccccc21)C(=O)Nc1ccccc1F (stereo not given),-15%,nt,nt,-7,22%,nt,-18%
COc1ccc(C2CC(=O)N(CC(=O)NCC3CCCO3)c3ccccc3S2)cc1OC (stereo not given),3%,3%,25*,-22,-1%,18,49%
CC(C)C[C@@]12C(=O)N(c3cccc(Cl)c3)C(=O)N1[C@H](c1ccc(F)cc1)[C@@H]1C(=O)N(C3CCCCC3)C(=O)[C@@H]12,?,nt,nt,-19,-13%,nt,-12%
N#CC1=C(SCC(=O)NC23CC4CC(CC(C4)C2)C3)NC(=O)C(C#N)C12CCCCC2 (stereo not given),-7%,-17%,3,-66*,23%,6,-31%
CC(C)Oc1ccc(S(=O)(=O)N2CCOCC2)cc1NC(=O)Cc1c(F)cccc1Cl,-16%,nt,nt,-14,-14%,nt,47%
CCOc1ccc(OCc2ccc(C(=O)N(CC)CC)cc2)cc1,-7%,8%,32*,-7,-12%,122*,66%[activator]
Cc1cc(C(=O)N2CCN(S(=O)(=O)c3ccc(C)c(C)c3)CC2)no1,-19%,nt,nt,-6,-1%,nt,3%
Cc1cc(Cl)ccc1OCC(=O)N1C(C)CCCC1C (stereo not given),1%,7%,20*,38,-4%,73*,17%
O=C(Nc1ccccc1)C1Cc2ccccc2CN1C(=O)c1ccco1 (stereo not given),0%,-9%,57*,105,9%,104,-28%
